Compound activity: PubChem, Center for Chemical Genomics, University of Michigan
Dicer processing: inhibitors of human Dicer processing of pre-microRNA; Q9UPY3; AID 1347074; 47,000 tested, 6% active; cat-ELCCA pre-miR-21 Dicer processing, chemiluminescence; hits give high values; z-score at 25 µM; in the data active means z-score above about 3, passing the limit was not always enough;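 further: plate controls were vehicle for no effect and no enzyme for full effect; higher signal means more uncleaved substrate so more Dicer inhibition; strong numbers were not always called active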
Target sequence (Q9UPY3 whole entry, looked up): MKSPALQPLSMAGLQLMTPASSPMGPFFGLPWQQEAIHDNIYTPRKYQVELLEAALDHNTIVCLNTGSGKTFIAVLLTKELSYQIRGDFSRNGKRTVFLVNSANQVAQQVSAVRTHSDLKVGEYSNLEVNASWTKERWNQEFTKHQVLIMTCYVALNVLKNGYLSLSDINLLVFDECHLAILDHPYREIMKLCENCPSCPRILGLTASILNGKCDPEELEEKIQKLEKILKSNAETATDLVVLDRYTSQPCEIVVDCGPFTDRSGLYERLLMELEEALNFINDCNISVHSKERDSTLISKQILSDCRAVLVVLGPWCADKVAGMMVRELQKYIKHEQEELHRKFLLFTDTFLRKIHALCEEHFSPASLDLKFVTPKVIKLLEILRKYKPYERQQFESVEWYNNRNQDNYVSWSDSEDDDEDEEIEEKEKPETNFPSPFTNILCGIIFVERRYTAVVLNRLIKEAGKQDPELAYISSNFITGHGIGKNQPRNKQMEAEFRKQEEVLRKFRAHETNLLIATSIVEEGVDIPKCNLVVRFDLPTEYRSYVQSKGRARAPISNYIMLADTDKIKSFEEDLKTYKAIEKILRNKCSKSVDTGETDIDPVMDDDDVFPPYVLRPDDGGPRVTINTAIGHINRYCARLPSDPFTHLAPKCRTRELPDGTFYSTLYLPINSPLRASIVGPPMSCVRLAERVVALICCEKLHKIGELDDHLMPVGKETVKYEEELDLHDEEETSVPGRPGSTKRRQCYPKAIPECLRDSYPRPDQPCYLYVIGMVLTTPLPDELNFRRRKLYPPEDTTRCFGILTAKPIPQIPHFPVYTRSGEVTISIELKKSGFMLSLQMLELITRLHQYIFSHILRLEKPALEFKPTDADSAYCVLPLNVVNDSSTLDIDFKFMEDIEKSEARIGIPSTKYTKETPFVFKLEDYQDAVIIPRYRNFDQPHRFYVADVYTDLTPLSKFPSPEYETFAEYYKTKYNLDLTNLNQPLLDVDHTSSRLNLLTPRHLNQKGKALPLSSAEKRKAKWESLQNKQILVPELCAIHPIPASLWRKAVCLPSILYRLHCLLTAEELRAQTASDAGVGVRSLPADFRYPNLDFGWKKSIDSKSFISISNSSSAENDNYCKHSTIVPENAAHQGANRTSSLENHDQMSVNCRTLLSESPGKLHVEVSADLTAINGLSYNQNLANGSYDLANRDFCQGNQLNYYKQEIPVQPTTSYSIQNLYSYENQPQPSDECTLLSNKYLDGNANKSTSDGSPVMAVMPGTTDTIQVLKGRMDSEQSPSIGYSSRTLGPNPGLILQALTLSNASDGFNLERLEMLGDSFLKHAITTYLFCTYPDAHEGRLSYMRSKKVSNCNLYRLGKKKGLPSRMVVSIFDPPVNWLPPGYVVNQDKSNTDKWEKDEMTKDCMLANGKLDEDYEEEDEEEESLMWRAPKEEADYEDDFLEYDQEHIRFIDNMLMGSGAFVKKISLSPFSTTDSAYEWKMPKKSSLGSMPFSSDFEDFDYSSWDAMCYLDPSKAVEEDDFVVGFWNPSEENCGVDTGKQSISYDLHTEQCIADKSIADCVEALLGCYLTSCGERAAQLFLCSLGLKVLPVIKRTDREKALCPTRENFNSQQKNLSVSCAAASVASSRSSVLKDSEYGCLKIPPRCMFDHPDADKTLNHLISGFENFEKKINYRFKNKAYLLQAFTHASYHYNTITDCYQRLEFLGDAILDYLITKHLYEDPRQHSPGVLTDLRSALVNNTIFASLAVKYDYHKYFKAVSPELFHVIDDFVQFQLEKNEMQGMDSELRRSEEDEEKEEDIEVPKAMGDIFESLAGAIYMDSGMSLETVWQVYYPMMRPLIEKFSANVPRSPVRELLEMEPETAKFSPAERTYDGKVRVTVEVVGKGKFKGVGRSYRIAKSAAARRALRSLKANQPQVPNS
* = called active by the depositor.

Preview, 6 compounds:
SMILES | Dicer processing
CCOC(=O)CSc1nnc(-c2ccncc2)n1C | -0.07
CCN(CC)CCNC(=O)COc1ccc(OC)cc1 | -0.89
CC(=O)Nc1cccc(OCCCNS(=O)(=O)c2ccc(N(C)C(=O)c3ccc(Cl)cc3)s2)c1 | -1
CCOC(=O)C1=NN(c2ccc(Cl)cc2)C2c3cc(OCC)c(OCC)cc3CCN12 (configuration not stated) | 2.2
c1ccc(-c2nc3cc4nc(-c5ccccc5)[nH]c4cc3[nH]2)cc1 | -0.81
Cc1cc2nc3[nH]c4ccc(F)cc4c3nc2cc1C | 1.1

This part in full, previewed entries included:
SMILES | Dicer processing
CCOC(=O)CSc1nnc(-c2ccncc2)n1C | -0.07
CCN(CC)CCNC(=O)COc1ccc(OC)cc1 | -0.89
CC(=O)Nc1cccc(OCCCNS(=O)(=O)c2ccc(N(C)C(=O)c3ccc(Cl)cc3)s2)c1 | -1
CCOC(=O)C1=NN(c2ccc(Cl)cc2)C2c3cc(OCC)c(OCC)cc3CCN12 (configuration not stated) | 2.2
c1ccc(-c2nc3cc4nc(-c5ccccc5)[nH]c4cc3[nH]2)cc1 | -0.81
Cc1cc2nc3[nH]c4ccc(F)cc4c3nc2cc1C | 1.1
COc1ccc(-c2cc(=O)c3ccc(O)cc3o2)cc1 | 0.66
Cc1cccc(C2CC(=O)c3cnc4c(-c5ccccc5)c(C)nn4c3C2)c1 (configuration not stated) | 1.9
COc1cc2c3c(c1OC)C1(C=CC(=O)C=C1)CC3N(C)CC2 (configuration not stated) | 0.46
COc1ccc(CCNc2oc(-c3ccc(C)cc3)nc2C#N)cc1OC | -1.6
CSc1nc(C=Nc2cccc(Cl)c2)c(O)n1Cc1cccc(Cl)c1 | 1.6
CC1(C(=O)O)CCC(C(=O)Nc2ccc(S(N)(=O)=O)cc2)C1(C)C (configuration not stated) | -1.2
COC(=O)C(O)(c1ccc(NC(=O)Nc2cccc(Cl)c2)c(C)c1)C(F)(F)F (configuration not stated) | -0.21
CC(C)(C)N1CC(C(=O)O)CC1=O (configuration not stated) | 0.14
CSc1nnc(SCCS(=O)(=O)c2ccc(Cl)cc2)s1 | -0.49
CNc1ccccc1C(=O)NNc1ccc(Cl)cc1 | 1.1
CC1CCCN(c2ccc([N+](=O)[O-])cc2)C1 (configuration not stated) | 1.4
Cc1ccc(S(=O)(=O)Nc2nc3n(n2)C(c2ccccc2)C=C(c2ccccc2)N3)cc1 (configuration not stated) | -0.53
O=C(O)C1c2ccccc2Oc2ccccc21 | 0.95
CCOC(=O)c1ccc2c(c1)C1C=CCC1C(c1ccc(F)cc1)N2 (configuration not stated) | 1.6
N/C(=N\OC(=O)CCn1c(=O)oc2ccccc21)c1ccc(Cl)cc1 | 0.53
O=C(CCCC(=O)c1ccccc1)c1ccccc1 | -2.2
O=C1c2oc3ccc(Br)cc3c(=O)c2C(c2cccc(O)c2)N1Cc1ccc(F)cc1 (configuration not stated) | -0.16
COC(=O)c1ccc(Cn2nnc3sc4c(c3c2=O)CCCC4)cc1 | 0.73
CCOC(=O)c1nnn(-c2nonc2N)c1-c1cccc(OCC)c1 | -0.26
Following part
SMILES | Dicer processing
CCc1ccc2[nH]c(C(=O)Nc3ccc(C(F)(F)F)c(C#N)c3)cc2c1 | -1.9
Cn1c(=O)n(CC(=O)O)c(=O)c2c1nc1n2CCN1c1ccc(Cl)cc1 | 3.4*
O=C1C(=Cc2cccc([N+](=O)[O-])c2)N=C2SCCCN12 | -1.9
CC(C)(C)c1nnc(NC(=O)Cn2c(=O)sc3ccccc32)s1 | -1.3
CCC(=O)OCC(=O)C1(OC(=O)CC)[C@H](C)C[C@H]2[C@H]3[C@H]([C@@H](O)C[C@@]21C)[C@@]1(C)C=CC(=O)C=C1C[C@H]3Cl (some centres not stated) | 0.03
CS(=O)(=O)Nc1ccc2[nH]c(=O)[nH]c2c1 | -0.64
COc1ccc(O)c(C2=NN3C(C2)c2cc(Cl)ccc2OC3c2ccncc2)c1 (configuration not stated) | 2.8
CCOC(=O)N/N=C(\CN1C(=O)c2ccccc2C1=O)c1ccc(OC)cc1 | 2.2
CC1=CC(C)(C)Nc2ccc(OC(=O)c3ccco3)cc21 | 0.38
COc1ccccc1N1CCN(CCCCN2C(=O)c3ccccc3C2=O)CC1 | 0.46
Cc1nc(SCC(=O)c2ccc(F)c(F)c2)[nH]c(=O)c1Oc1ccc(Cl)cc1 | -0.64
CSc1nc(N)n(-c2ncccc2C(F)(F)F)n1 | 2.5
CCC1=C(C(=O)OC)C(c2ccc(Br)cc2)n2ncnc2N1 (configuration not stated) | -0.67
CSc1nc(NS(=O)(=O)c2ccc(F)cc2F)nn1C | -0.13
O=C(N/N=C/c1ccc(C(F)(F)F)cc1)Nc1ccc(C(F)(F)F)cc1Cl | -0.19
Clc1ccc(N=C2SCCS2)cc1 | -0.16
c1cc2c(cc1COCc1ccc3c(c1)CCO3)CCO2 | -1.9
Cc1ccc(S(=O)(=O)NCc2ccc3c(c2)OCO3)cc1C | 0.26
Cc1coc(C)c1C(=O)CC1(O)C(=O)N(CCc2ccccc2)c2ccc(Br)cc21 (configuration not stated) | -0.43
CCOc1ccc(C(N)=O)c(SCC(=O)O)c1 | -0.53
COc1ccc(N(CC(O)Cn2c(C)nc3ccccc32)S(=O)(=O)c2ccccc2)cc1 (configuration not stated) | -0.6
CCOC(=O)C(=CNc1ccsc1)C(=O)OCC | 0.42
Cc1cc(Oc2nc3c(Cl)cc(Cl)cc3s2)c2cc(F)ccc2n1 | -2.6
O=S(=O)(CS(=O)(=O)Oc1cc(Cl)cc(Cl)c1)Oc1cc(Cl)cc(Cl)c1 | -0.78
CCc1nc(N)ncc1-c1nnnn1-c1ccccc1 | -1.1
Additional structures follow:
SMILES | Dicer processing
CN(C)/C=C/C(=O)c1ccc(C#N)s1 | 2.9
CC1=C(C(=O)Nc2ccc(C)cn2)C(c2cccnc2)C2=C(CCCC2=O)N1 (configuration not stated) | 1.7
CCc1ccc(OCc2nc(-c3ccncc3)no2)cc1 | -1.2
COc1ccc(COC(=O)C2=C(C)NC3=C(C(=O)CC(C)(C)C3)C2c2ccc(OC)c(O)c2)cc1 (configuration not stated) | 1.1
N#Cc1c(Cl)cccc1Oc1ccc(S(=O)(=O)NNc2c(Cl)cncc2Cl)cc1 | -0.05
Nc1nc2c(c(=O)[nH]1)C(c1ccc(OCc3ccccc3)cc1)CC(=O)N2 (configuration not stated) | 0.69
COc1ccccc1Nc1nc(N)nc(CSc2nc3ccccc3s2)n1 | 1.6
Cc1onc(-c2c(Cl)cccc2Cl)c1CSC(=S)SC(C)(C)C | -1.6
O=C1CC(N2CCCCC2)C=C1Nc1ccccc1 (configuration not stated) | 0.24
OC1CC(c2ccccc2)Oc2ccccc21 (configuration not stated) | -0.81
O=C(c1cc(-c2ccccc2)nc2ccccc12)N1CCOCC1 | 1.5
CCOC(=O)c1cc(-c2ccccc2)sc1NC(=S)Nc1ccc(OC)cc1OC | 1
Fc1cccc(Cl)c1/C=C/c1cnc2ccccc2n1 | 1.7
Cc1cc(C)c(S(=O)(=O)Nc2ccc(-c3cn4ccccc4n3)cc2)cc1C | 2.6
CCCC(=O)N(c1ccc2oc(=O)sc2c1)S(=O)(=O)c1cccs1 | -1.1
Cc1ccc2nc(C3C(=O)c4ccc(O)cc4C3=O)cc(C)c2c1 (configuration not stated) | 3.7*
Cc1ccc(C)c(NCc2ccc3c(c2)OCO3)c1 | 5.4*
C=CCOc1cccc(C2c3c(oc4ccccc4c3=O)C(=O)N2c2nc(C)c(C)s2)c1 (configuration not stated) | 0.3
NNC(=O)C1CCC(c2ccc(Cl)cc2)CC1 (configuration not stated) | 0.36
CC(=O)c1sc2nsc(SCCN3CCCCC3)c2c1N | -1
Cc1ccc(-c2nn(-c3ccccc3)c(=O)c3ccccc23)cc1C | -1
CC1=C(C(=O)OC(C)C)C(c2ccccc2F)C2=C(CC(c3cccs3)CC2=O)N1 (configuration not stated) | 0.56
COC(=O)c1cc2c(C)nn(-c3ccccc3)c2s1 | -0.01
Cc1ccccc1CN1c2cccc3cccc(c23)S1(=O)=O | 2.3
COc1ccc(CC2CCC3(CC2)NC(=O)c2ccccc2O3)cc1 (configuration not stated) | -0.08

Structures from the list above with an NH in an aromatic ring:
SMILES | Dicer processing
c1ccc(-c2nc3cc4nc(-c5ccccc5)[nH]c4cc3[nH]2)cc1 | -0.81
Cc1cc2nc3[nH]c4ccc(F)cc4c3nc2cc1C | 1.1
CCc1ccc2[nH]c(C(=O)Nc3ccc(C(F)(F)F)c(C#N)c3)cc2c1 | -1.9
CS(=O)(=O)Nc1ccc2[nH]c(=O)[nH]c2c1 | -0.64
Cc1nc(SCC(=O)c2ccc(F)c(F)c2)[nH]c(=O)c1Oc1ccc(Cl)cc1 | -0.64
Nc1nc2c(c(=O)[nH]1)C(c1ccc(OCc3ccccc3)cc1)CC(=O)N2 (configuration not stated) | 0.69

Other entries
SMILES | Dicer processing
CCCc1c(C)nc2scc(-c3ccccc3)n2c1=O | 2.3
C/C=C(\C)C(=O)NC(=S)NNC(=O)c1cccnc1 | -0.32
O=C(O)C1Nc2ccc(Cl)cc2C2C=CCC12 (configuration not stated) | 15*
COc1ccc(S(=O)(=O)N2CCC(C(=O)O)CC2)cc1 | 1.3
c1ccc(-c2cc3ccccn3c2)cc1 | 0.48
Cc1ccc(NC(=O)Nc2cc(-c3ccccc3)nn2C)cc1Cl | 0.04
COc1ccc(-c2nc(SCC(=O)c3ccc(Br)cc3)n[nH]2)cc1 | -0.56
CC(C)(C)NC(=O)NNc1nc2ccc(Cl)cc2s1 | 3.7*
Cn1c(=O)cc(Nc2ccc(Cl)cc2)c2c(=O)n(-c3ccccc3)c(=O)n(-c3ccccc3)c21 | 1.1
CSc1ccc(CN2CCN(S(C)(=O)=O)CC2)cc1 | 3.1*
COc1ccc(CCNS(=O)(=O)c2ccc3c(c2)OCCO3)cc1OC | -0.95
COc1ccc(C2CC(=O)C3=C(C2)NC(C)=C(C(=O)OC(C)C)C3c2ccccc2OC)cc1OC (configuration not stated) | 1
c1ccc(CNc2nnc3c4ccccc4c4ccccc4c3n2)cc1 | -1.3
Nc1nc(Nc2ccccc2)nc2c1ncn2[C@@H]1O[C@H](CO)[C@H](O)C1O (some centres not stated) | -1.4
CSc1sc(-c2nnc(SCC(=O)Nc3ccccc3)n2C)c2c1C=CCC2 | 0.73
CCOC(=O)c1c(C)oc2ccc(OC(=O)c3ccc(OC)c(OC)c3)cc12 | 1.1
Cc1sc2ncnc(Nc3ccccc3)c2c1C | -0.62
CCOC(=O)c1c(N/N=C/c2ccc(C(F)(F)F)cc2)n[nH]c1C | -0.07
Cc1nn2c(c1-c1ccc(F)cc1)N=C(c1ccco1)CC2c1ccco1 (configuration not stated) | 2.9
COc1ccc(OC)c(CNc2nc3ccccc3n2CCN2CCOCC2)c1 | 5.1*
CN(C(=O)CC#N)c1ccc(F)cc1F | -0.21
COc1ccc2c(OC(C)=O)coc2c1 | -0.36
CC1(C)CC(=O)c2c(oc3ccc(NS(=O)(=O)c4ccc(Br)cc4)cc23)C1 | 0.26
O=S(=O)(Nc1ccccc1)c1ccc2c(c1)CCO2 | 0.07
O=C1/C(=C/c2cccs2)CCc2ccccc21 | 9.3
Next part:
SMILES | Dicer processing
Cc1ccc(NC2CC(C)Nc3cc(C)ccc32)cc1 (configuration not stated) | 0.54
Cc1ccc(N=Cc2c(C)[nH]n(-c3ccc(C)cc3)c2=O)cc1 | 4*
COc1ccc(-n2c(O)cnc2Nc2nc(C)cc(C)n2)cc1OC | 1.6
CC(C)(C)c1csc(NC(=O)c2ccc(Cl)cc2Cl)n1 | 0.14
CN1CCN(C(=O)c2nn3c(C(F)(F)F)cc(-c4cccs4)nc3c2Cl)CC1 | -0.73
CSc1scc(NC(=O)Nc2ccc(OC(F)(F)F)cc2)c1S(=O)(=O)C(C)C | 0.88
O=C(CCN1CCC(c2cccs2)=N1)c1cccs1 | -0.53
O=C(/C=C/OC(=O)c1ccc(Cl)c(Cl)c1)c1ccc(Cl)cc1 | 0.93
CCc1cccc(C)c1NC(=O)/C=C/c1ccco1 | -0.32
COc1ccc(-c2nc(=S)c3c(n2CCO)CCCC3)cc1 | -0.74
COC(=O)c1sc(NC(C)=O)c(C(=O)OC)c1C | 0.02
CCCC1/C(=N\O)CC(c2ccccc2)NC1c1ccccc1 (configuration not stated) | -0.61
CSc1nnc2c(n1)OC(C)=Nc1ccccc1-2 | 0.37
Cc1ccc(C(=O)Nc2ccccc2Sc2nc3ccccc3c(C)c2C#N)cc1 | -1
CC1=CC(c2ccc(Cl)cc2)n2nc(NC(=O)CCCC(=O)O)nc2N1 (configuration not stated) | -0.1
CC1(C)COC(c2ccc(Cl)cc2)=N1 | 0.77
COc1ccc(C2CC(=O)c3cnn(-c4nc(C)cc(C)n4)c3C2)cc1OC (configuration not stated) | -0.72
O=c1[nH]nc(Sc2ccc(C(F)(F)F)cc2[N+](=O)[O-])n1-c1ccccc1C(F)(F)F | -0.1
Cn1c(SCc2ccccc2)nc2cc(C(F)(F)F)cnc21 | 0.07
CSc1nccc(-c2sc(-c3ccc(Cl)cc3)nc2C)n1 | -1.6
COc1ccc(CC2CCC(=NOC(=O)c3ccc([N+](=O)[O-])cc3)CC2)cc1 (configuration not stated) | 0.97
COc1ccc(-c2ccc(-c3noc(C(C)C)n3)c(OC)n2)cc1 | -0.65
OC(CCN1CCCCC1)(c1ccccc1)C1CC2C=CC1C2 (configuration not stated) | -1.2
Cc1ccc(S(=O)(=O)c2ccc(Cl)cc2)cc1S(=O)(=O)N1CCN(C)CC1 | 1.5
FC(F)(F)c1ccnc(Oc2ccc(C3=NCCS3)cc2)c1 | -0.45
CN(C(=O)c1cnn2c(C(F)F)cc(-c3ccccc3)nc12)C1CCCCC1 | 1.2
COC(=O)c1ccc(S(=O)(=O)N2CCN(c3ccc(C(F)(F)F)cn3)CC2)n1C | 0.55
O=C(CCSc1nnc(NC(=O)Cn2c(=O)sc3ccccc32)s1)Nc1ccccc1 | 2.3
Cc1n[nH]c(=S)n1/N=C\c1ccco1 | 1.9
Cc1nn(CC(N)=O)c(C)c1[N+](=O)[O-] | -0.68

2 entries from above, field by field:
molecule: CSc1nccc(-c2sc(-c3ccc(Cl)cc3)nc2C)n1
- Dicer processing = -1.6
molecule: COc1ccc(CC2CCC(=NOC(=O)c3ccc([N+](=O)[O-])cc3)CC2)cc1 (configuration not stated)
- Dicer processing = 0.97

Not all compounds are listed. The share of hits here may be higher or lower than overall.
